Bioassay records (PubChem)
TbMetRS inhib – blocks T. brucei methionyl-tRNA synthetase activity | purified T. brucei MetRS, ATP depletion, Kinase-Glo luminescence | inhibition, % at 11.9 µM | 360,000 compounds, 0.4% hits | AID 624268;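 active means inhibition above a per-plate cutoff of the control wells' mean inhibition plus 3 SD, cut at about 5.5% in these data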;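 further: 0% = DMSO wells median and 100% = median of wells with control inhibitor compound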
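Measured by: Kinase-Glo luciferase luminescence reporting remaining unconsumed ATP. Material: purified T. brucei MetRS enzyme. Doses: 11.9 µM compound single dose, 0.9% DMSO. Medium: HEPES buffer containing pyrophosphatase, BSA, spermine, DTT. Times: 15 min preincubation, 2 h reaction, all 25 °C. Reagent: methionine, ATP and bulk E. coli tRNA.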
SUMO1 PPI mod – alters human SUMO1 binding to SIM partners | P63165 | SUMO1 binding to a labelled peptide, TR-FRET, 1 h | inhibition, % at 20 µM | 360,000 compounds, 0.33% hits | AID 602429; in the data active means inhibition above about 37%
Scp-1 inhibitor – Scp-1 (human) phosphatase inhibition | Q9GZU7 | inhibition, % at 20 µM | 340,000 compounds, 0.88% hits | Recombinant Scp1, phosphopeptide, malachite green phosphate absorbance;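 active means inhibition above about 50% at 20 µM, limit read from the data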;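 further: plate controls were DMSO wells with enzyme for no effect and wells lacking enzyme for full effect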
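Material – SCP-1 phosphatase catalytic domain, residues 76-261 · Buffer or medium – Acidic Tris acetate buffer with magnesium and detergent · Also added – Phospho 17-mer peptide substrate · Compound – single 20 µM dose, 1% DMSO · Times – 45 min room-temperature reaction, 5 min colour, 30 min stabiliser · Technique – Phosphate-binding colour reagent, absorbance read at 630 nm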
Neddyl block – blocks human cullin neddylation; P61081+Q13564; TR-FRET cullin neddylation, biochemical; calls only at 25 µM; 360,000 compounds, 0.58% hits; AID 651699; in the data active means inhibition above about 36%
NRP1-CendR mod – NRP-1/CendR interaction modulation; FAM-RPARPAR peptide binding to NRP-1, fluorescence polarization; 360,000 compounds, 0.85% hits; inhibition, % at 25 µM; AID 602438; O14786;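 active means inhibition or corrected inhibition above about 18%, plus a signal ratio from 0.5 to 1.5, limit read from the data, passing the limit was not always enough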; further: strong numbers were not always called active
LMPTP block – blocks human LMPTP phosphatase; P24666; recombinant LMPTP-A, OMFP fluorogenic substrate, fluorescence intensity; inhibition, % at 20 µM; 360,000 compounds, 0.22% hits; AID 651560;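 active means compounds that cut the enzyme signal by at least half of the control window in the single-dose screen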;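 further: plate controls were DMSO wells with enzyme plus substrate for no effect and substrate without enzyme for full effect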
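Material: LMPTP-A; amount: 0.625 nM enzyme; doses: single 20 µM dose; times: reaction 50 min, room temperature, dark; technique: fluorescence intensity of OMFP turnover product; benchmarks: no-enzyme and uninhibited controls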
NadD inh – NadD (S. aureus) enzyme inhibition; inhibition, % at 20 µM; 360,000 compounds, 0.78% hits; purified NadD enzyme, colorimetric absorbance read-out; in the data active means inhibition above about 26%; further: some compounds past the cut are filed as inactive
STEP block – STEP (human) phosphatase inhibition; P54829; 360,000 compounds, 0.25% hits; recombinant STEP, OMFP fluorogenic substrate, fluorescence; inhibition, % at 20 µM;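 active means inhibition at 20 µM, scaled per plate between control wells, above about 37%, limit read from the data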;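 further: 0% = DMSO with enzyme and substrate and 100% = substrate only without enzyme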
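material = STEP tyrosine phosphatase | reagent = fluorogenic phosphatase substrate OMFP at 25 µM final | doses = single compound dose of 20 µM, 1% DMSO final | schedule = 20 min reaction, room temperature, in the dark | measured by = fluorescence, 480/540 nm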
SKN-1 block – inhibitors of C. elegans SKN-1. C. elegans VP596 Pgst-4::GFP/RFP ratio, acrylamide-induced, 24 h. inhibition, % at 21.8 µM. 360,000 compounds, 0.49% hits. AID 624304;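 active means interference check ratio from 0.5 to 1.5 plus GFP to RFP signal ratio inhibition reaching or exceeding a fixed threshold, cut at about 30% in these data, passing the limit was not always enough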; further: some compounds called inactive have numbers as strong as hits
DNMT1 inh – DNMT1 (human) enzyme inhibition | inhibition (reported as % activation of signal), % at 10 µM | 360,000 compounds, 0.83% hits | P26358 | DNMT1 molecular beacon, Hinp1I cleavage, fluorescence; in the data active means inhibition above about 50%
Target sequence (P26358 504-1616 limits assumed): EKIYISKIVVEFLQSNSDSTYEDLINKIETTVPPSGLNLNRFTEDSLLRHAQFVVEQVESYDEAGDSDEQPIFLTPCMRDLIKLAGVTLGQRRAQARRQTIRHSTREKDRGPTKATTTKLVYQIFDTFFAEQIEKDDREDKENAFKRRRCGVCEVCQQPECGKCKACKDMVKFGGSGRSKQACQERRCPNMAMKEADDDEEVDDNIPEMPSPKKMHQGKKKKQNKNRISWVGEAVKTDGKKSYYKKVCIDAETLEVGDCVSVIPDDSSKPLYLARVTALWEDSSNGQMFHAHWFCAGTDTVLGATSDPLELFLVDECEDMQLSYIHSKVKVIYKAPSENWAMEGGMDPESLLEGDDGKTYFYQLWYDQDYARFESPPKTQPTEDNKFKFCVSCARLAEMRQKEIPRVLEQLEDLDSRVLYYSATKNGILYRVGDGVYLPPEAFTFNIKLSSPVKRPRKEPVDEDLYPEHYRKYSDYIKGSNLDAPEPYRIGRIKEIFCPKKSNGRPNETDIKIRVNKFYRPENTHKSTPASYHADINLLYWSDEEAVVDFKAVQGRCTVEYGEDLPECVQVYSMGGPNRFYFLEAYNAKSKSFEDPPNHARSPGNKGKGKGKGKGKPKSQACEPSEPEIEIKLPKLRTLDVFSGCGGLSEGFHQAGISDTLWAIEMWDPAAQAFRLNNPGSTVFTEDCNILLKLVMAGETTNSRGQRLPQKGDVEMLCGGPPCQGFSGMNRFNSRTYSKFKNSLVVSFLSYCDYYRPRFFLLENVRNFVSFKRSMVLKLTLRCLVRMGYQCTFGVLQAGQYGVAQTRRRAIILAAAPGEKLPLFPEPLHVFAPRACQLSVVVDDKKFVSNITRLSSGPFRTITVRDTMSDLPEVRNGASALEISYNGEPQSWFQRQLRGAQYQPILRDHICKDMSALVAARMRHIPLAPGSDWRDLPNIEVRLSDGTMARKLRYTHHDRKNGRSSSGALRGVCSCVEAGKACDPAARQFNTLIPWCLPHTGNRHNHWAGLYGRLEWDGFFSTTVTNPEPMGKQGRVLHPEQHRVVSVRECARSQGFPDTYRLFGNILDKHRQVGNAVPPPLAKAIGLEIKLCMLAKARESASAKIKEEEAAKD
Numbers without * were called inactive; i = inactive; . = no result given. The list is partial. The share of hits here may be higher or lower than overall.

Every second line gives: LMPTP block, NRP1-CendR mod, Scp-1 inhibitor, NadD inh, SKN-1 block, Neddyl block, TbMetRS inhib, DNMT1 inh, STEP block, SUMO1 PPI mod
CC1(C)NCCN2C(=O)CSC21 (configuration not stated)
→ -0.9, -31, -1, -2, -5, i, -1.8, 5, -3, 1
CN1C(=O)C(=Cc2ccc(OCCN(C)c3ccccn3)cc2)C(=O)N(C)C1=O
→ 1.4, 13, -5, -4, -5, i, -0.5, -2, -2, -2
O=c1c2ccccc2nc(/C=C/c2ccc(O)c(O)c2)n1-c1ccccc1
→ 0.2, -71, -1, 8, -7, i, -0.7, -1, 1, -23
C[C@]12CCCCC1=CC(=O)C1C2CC[C@@]2(C)C1C[C@@H](F)[C@@H]2O (some centres not stated)
→ -1.6, -1, -4, 2, 2, i, 0.1, -1, 4, -2
COc1ccc(CN2CCCC(C(=O)c3cccc(Cl)c3)C2)cc1 (configuration not stated)
→ 0.1, 4, -1, 2, 43*, i, -0.5, 0, 2, -1
CNS(=O)(=O)c1ccc(N=Cc2c(O)n(-c3ccccc3)c(=O)[nH]c2=O)cc1
→ 0.1, 5, 9, -2, -1, i, -0.8, -5, -1, -2
O=C(O)CCn1cc(C=C2C(=O)NC(=S)NC2=O)c(-c2cc3ccccc3oc2=O)n1
→ -0.4, -85, 87*, 2, 17, i, -0.5, 53*, 2, 10
O=C(c1cc([N+](=O)[O-])ccc1N1CCNCC1)N1CCOCC1
→ -1.3, 2, -2, 2, -5, i, -0.1, 1, 0, -2
O=C(NCCN1CCC2(CC1)C(=O)NCN2c1cccc(F)c1)c1ccc2ccccc2c1
→ 0.4, -3, ., 6, 16, i, -0.1, ., ., -16
Cc1ccc(C)c(OCc2cc(C(=O)N3C[C@H]4C[C@@H](C3)c3cccc(=O)n3C4)no2)c1
→ -1.4, 7, 0, -2, -5, i, -0.5, -1, -2, 6

The results go on:
Every second line gives: LMPTP block, NRP1-CendR mod, Scp-1 inhibitor, NadD inh, SKN-1 block, Neddyl block, TbMetRS inhib, DNMT1 inh, STEP block, SUMO1 PPI mod
Oc1cc2c(cc1CN1CCN(c3ccccc3)CC1)CCC2
→ 0.0, -4, -2, -8, 3, i, 0.2, -2, -1, -2
COc1ccc(Br)cc1CNCCc1cccc(Cl)c1
→ -2.0, -3, 2, -5, 6, i, 0.0, 0, -1, 3
CN1CCN(c2ccc([N+](=O)[O-])c(N3CCCCC3)c2)CC1
→ 1.4, 6, -10, -3, 24, i, 0.5, 0, 0, -27
Cc1cccc(N2C(=O)NC(=O)/C(=C\c3cnc(-c4ccccc4)nc3)C2=O)c1
→ -0.5, -4, -7, 1, 0, i, 0.3, -1, -3, -4
COc1ccc(NC(=O)CN2C3CCC2CC(O)(c2cccnc2)C3)cc1OC (configuration not stated)
→ 0.4, -10, -6, -1, 15, i, 0.4, 2, -1, 1
CCOP(=S)(NN(Cc1ccccc1)C(=O)c1ccccc1)OCC
→ 0.0, 4, -4, -2, -6, i, -0.2, 0, 1, 5
CCn1c(=O)n(CC(=O)N2CCC3(CC2)OCCO3)c(=O)c2ccccc21
→ -2.6, 14, -3, -3, 0, i, -0.9, 0, -1, -7
O=C1CCC2(O)C3Cc4ccc(O)c5c4C2(CCN3Cc2ccoc2)C1O5 (configuration not stated)
→ -1.1, -4, ., -2, 3, i, -0.1, 24, -1, 7
COP(=O)(OC)C(NS(=O)(=O)c1ccccc1)C(Cl)(Cl)Cl (configuration not stated)
→ -1.7, 5, -6, -8, 13, i, -0.7, 0, 0, 1
CN1CCN(c2ccc(N)cc2)CC1
→ -3.0, -6, -18, -2, 9, i, -0.2, -15, -3, -5

Further results follow:
Every second line gives: LMPTP block, NRP1-CendR mod, Scp-1 inhibitor, NadD inh, SKN-1 block, Neddyl block, TbMetRS inhib, DNMT1 inh, STEP block, SUMO1 PPI mod
CCCn1nc2ccccc2c1P(=O)(N1CCOCC1)N1CCOCC1
→ 0.2, 8, -4, 6, 9, i, -1.2, -1, -1, -1
O=C(NCC1=C(c2cccc3ccccc23)C[C@@H]2CC[C@H]1N2Cc1ccco1)c1cccs1
→ -0.5, -9, ., 0, 6, i, -0.5, -2, 2, -3
CCN(CC)C(=O)c1ccc(NC(=O)c2cn(-c3ccccc3)nc2-c2ccc(OC)cc2)cc1
→ -3.0, 0, -10, -6, -4, i, 0.3, -8, -3, -12
COc1ccc(C)cc1NC(=O)c1c(C)nn(Cc2ccccc2)c1Cl
→ 1.8, 11, -10, -3, 3, i, -0.6, -1, 3, 3
CCOC(=O)[C@]12Cc3cc4ccccc4cc3[C@H]1N(Cc1ccccc1)C(=O)c1cc(OC)ccc12
→ 5.4, 10, ., 9, 5, i, -0.1, ., ., 7
Cc1nn(Cc2ccccc2Cl)c(Cl)c1C(=O)OC(C(=O)NC(N)=O)C(C)C (configuration not stated)
→ -1.1, 2, 1, -7, 0, i, -0.1, -1, 0, -2
Nc1ccc(CCN2CCN(c3cccc(C(F)(F)F)c3)CC2)cc1
→ -2.4, 4, -1, -1, 0, i, -0.7, -1, 1, -3
Cc1cc(C=C2C(=O)N(C)C(=S)N(C)C2=O)c(C)n1C1CCCC1
→ 0.8, -71, -1, 23, -10, i, 0.0, 3, 2, 19
Cc1cc(C(=O)NP(=O)(N2CCOCC2)N2CCOCC2)c(C)n1C1CC1
→ -0.3, -3, -5, 2, -7, i, -0.6, 0, 0, 0
Clc1ccc(N2CCN(Cc3ccccc3Cl)CC2)cc1
→ 0.0, 8, -1, 5, 11, i, -0.1, 8, -2, 0

The results go on.
Every second line gives: LMPTP block, NRP1-CendR mod, Scp-1 inhibitor, NadD inh, SKN-1 block, Neddyl block, TbMetRS inhib, DNMT1 inh, STEP block, SUMO1 PPI mod
COc1ccc(F)cc1C(=O)C1CCCN(Cc2ccc(O)cc2)C1 (configuration not stated)
→ -2.3, -1, -4, -8, 1, i, -1.6, -2, -3, 4
O=C(CN1CCCCC1)c1cccc(Br)c1
→ -2.6, 2, -11, 2, 8, i, 0.2, -4, -1, 2
COC(=O)C(C)NC(=S)N1CC2C[C@@H](C1)Cn1c2cccc1=O (some centres not stated)
→ -1.8, -1, 2, -2, -3, i, -1.1, 5, 1, 0
CCC(=O)CC(c1ccccc1)c1c(O)c2ccccc2sc1=O (configuration not stated)
→ -0.6, -2, -13, 5, -1, i, 0.2, -2, 0, 1
CCc1ccccc1N1C(=O)NC(=O)/C(=C\c2cc(C)n(C)c2C)C1=O
→ 0.0, -21, -9, -2, 15, i, -0.5, -3, -1, -8
O=C1CC(C(=O)N2CCC3(CC2)OCCO3)CN1CCc1ccccc1 (configuration not stated)
→ -1.4, 0, 3, -2, -4, i, 0.5, -1, -4, 3
COc1ccc(CNCCc2ccccc2F)c(OC)c1C
→ 0.8, 15, -4, -4, 17, i, 0.2, -2, -2, 0
CCCOc1ccccc1NP(=O)(Oc1ccccc1)Oc1ccccc1
→ 5.1, -2, -8, -3, 12, i, -1.3, 3, 0, 1
CCNC(=O)NC(=O)C(C)OC(=O)c1c(C)nn(Cc2ccccc2Cl)c1Cl (configuration not stated)
→ 0.7, 2, -5, -5, 4, i, -0.8, -1, -9, -2
O=c1c2ccccc2nc(-c2ccccc2)n1-c1cccnc1
→ -2.3, -16, -7, -3, 7, i, -0.3, 7, -2, -2

Full records, quoted from the list:
`O=c1c2ccccc2nc(-c2ccccc2)n1-c1cccnc1` in the list: LMPTP block = -2.3; NRP1-CendR mod = -16; Scp-1 inhibitor = -7; NadD inh = -3; SKN-1 block = 7; Neddyl block = i; TbMetRS inhib = -0.3; DNMT1 inh = 7; STEP block = -2; SUMO1 PPI mod = -2
`CCNC(=O)NC(=O)C(C)OC(=O)c1c(C)nn(Cc2ccccc2Cl)c1Cl` (configuration not stated) in the list: LMPTP block = 0.7; NRP1-CendR mod = 2; Scp-1 inhibitor = -5; NadD inh = -5; SKN-1 block = 4; Neddyl block = i; TbMetRS inhib = -0.8; DNMT1 inh = -1; STEP block = -9; SUMO1 PPI mod = -2

The list goes on.
Every second line gives: LMPTP block, NRP1-CendR mod, Scp-1 inhibitor, NadD inh, SKN-1 block, Neddyl block, TbMetRS inhib, DNMT1 inh, STEP block, SUMO1 PPI mod
CCC(C)N1CCN(C(=O)COc2ccc3ccccc3c2)CC1 (configuration not stated)
→ -1.1, -1, -2, -10, 5, i, 0.0, -2, 2, 1
Nc1ccc(Cc2ccc(N)cc2)cc1
→ -2.3, 7, -5, 1, -2, i, -0.2, 1, 0, 1
CCN1CCN(c2nc3ccccc3s2)CC1
→ 0.1, -3, 0, 0, 4, i, -0.1, 0, 1, 5
Cc1nc2ccccc2n1C1CCN(Cc2nnnn2CCc2ccccc2)CC1
→ 9.5, 7, 2, 0, 7, i, 0.0, 2, 0, 0
O=c1c2ccccc2nc(CN2CCOCC2)n1-c1ccccc1F
→ -1.7, 11, -6, -1, -11, i, -0.4, 0, 0, 1
O=C(Nc1ccccc1)OC1CN=C(N[N+](=O)[O-])NC1 (configuration not stated)
→ 0.5, 17, -1, 3, 4, i, -0.3, 0, -1, 10
CC1=CC(=C2C(=O)NC(=S)NC2=O)C=C(C(F)(F)F)N1Cc1ccccc1
→ -0.5, -10, -5, 0, -4, i, 0.1, 0, 2, -13
CC(Cc1cccs1)NCc1ccccc1 (configuration not stated)
→ -1.0, -10, -7, -8, -3, i, 0.0, -2, 0, -4
Cc1cccc(N2C(=O)NC(=O)/C(=C\c3cc(C)n(-c4sc5c(c4C#N)CCCC5)c3C)C2=O)c1C
→ 2.8, -140, -7, 29*, 9, i, 0.7, 71*, 3, 54*
CCOC(=O)C1=C(N)OC2=C(C(=O)CCC2)[C@]12C(=O)N(CC(N)=O)c1ccccc12
→ -0.9, 1, -5, -2, -1, i, -0.6, 6, -1, 2
C=CCn1c(O)c(C(CC)=NCCc2ccccc2)c(=O)[nH]c1=O
→ -0.6, 5, -7, 3, 7, i, 0.1, -1, 0, 2
COc1ccccc1-n1c(-c2ccccc2)nc2ccccc2c1=O
→ -1.3, 2, -10, -1, 5, i, 0.3, 1, 0, -3
CSc1ccc(C(=O)C(C)(C)N2CCOCC2)cc1
→ -0.2, 2, -5, -3, 5, i, -0.1, 2, 2, 2

Of the compounds above, these have a thiophene ring, fused or not.
Every second line gives: LMPTP block, NRP1-CendR mod, Scp-1 inhibitor, NadD inh, SKN-1 block, Neddyl block, TbMetRS inhib, DNMT1 inh, STEP block, SUMO1 PPI mod
O=C(NCC1=C(c2cccc3ccccc23)C[C@@H]2CC[C@H]1N2Cc1ccco1)c1cccs1
→ -0.5, -9, ., 0, 6, i, -0.5, -2, 2, -3
CC(Cc1cccs1)NCc1ccccc1 (configuration not stated)
→ -1.0, -10, -7, -8, -3, i, 0.0, -2, 0, -4
Cc1cccc(N2C(=O)NC(=O)/C(=C\c3cc(C)n(-c4sc5c(c4C#N)CCCC5)c3C)C2=O)c1C
→ 2.8, -140, -7, 29*, 9, i, 0.7, 71*, 3, 54*
